Screens deposited in PubChem BioAssay by several laboratories.
PMI inhibition: human PMI inhibitors, high substrate, primary screen, biochemical, fluorescence intensity, high mannose 6-phosphate (AID 1220). Mannose-6-phosphate isomerase (Homo sapiens). recombinant PMI enzyme, coupled fluorescence intensity; higher % means a stronger effect. one-dose inhibition, % at 20 µM; IC50 in µM for titrated hits. 0.66% of 190,000 active
Autophagy mod: autophagy modulators in MEF cells, primary screen, imaging, high-content, MEF GFP-LC3; MEF GFP-LC3 puncta imaging; test concentration mostly 10 µM; calls only at 10 µM (by protocol); 0.98% of 190,000 active; AID 463193, 2010;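 active = percentage of spot-positive cells more than 3 SD above its plate mean, without a fluorescence outlier flag or 80% toxicity; inconclusive = no clear call, values can overlap the other calls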;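 also: spot-positive cell cutoff set from DMSO-treated cells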
TNAP activation fold: human TNAP enzyme activators, primary screen, biochemical, luminescent, no phosphate acceptor, uHTS (AID 1001) | Alkaline phosphatase, tissue-nonspecific isozyme (Homo sapiens) | purified TNAP, luminescent activation assay, no phosphate acceptor; higher activation fold means a stronger effect | one-dose activation fold at 20 µM; EC50 in µM for titrated hits | 0.03% of 200,000 active; in the data active = activation fold from about 3, or a potency from the dose series; inactive = the rest, 99 in 100 with activation fold below about 1.6; also: many of its hits are not listed in these tables
Hep lipid drop: inhibitors of hepatocyte lipid droplet formation, primary screen, imaging, high-throughput imaging, BODIPY stain. AID 1656, 2009. 0.4% of 240,000 active. AML12 mouse hepatocytes, oleate lipid droplets. inhibition, % at 6.5 µM;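 active = lipid droplet intensity inhibited by at least 50%, with more than 500 cells counted; inconclusive = wells with under 300 cells, treated as cytotoxic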
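Assay system: AML12 mouse liver cells | Compound: 6.5 µM single-point dosing | Schedule: Overnight exposure | Technique: Fluorescence imaging, 20x objective, two fields per well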
bCat nuc transl: modulators of beta-catenin nuclear translocation, primary screen, imaging, HeLa cells, immunofluorescence, high-content. nuclear translocation activity, % at 5 µM. 0.3% of 190,000 active. AID 1665, 2009;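 active = nuclear translocation activity above 50% at 5 µM, with a well cell count of 50 or more; inconclusive = wells under 50 cells across six images, flagged as toxic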;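 also: per-cell ratio of nuclear to cytoplasmic median beta-catenin stain intensity; plate controls were DMSO negative control for no effect and GSK-3 inhibitor IX positive control for full effect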
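Technique: fluorescence imaging of beta-catenin antibody stain plus DAPI / Material: human HeLa cell line / Incubation: compound treatment 24 h, 37°C, 5% CO2 / Read-out basis: % activation of per-cell nuclear versus cytoplasmic median beta-catenin signal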
MT stabilizer: microtubule stabilizers in HeLa cells, primary screen, imaging, high-content imaging. HeLa tubulin immunostaining HCS, 24 h; share of cells brighter than vehicle mean+2SD. % tubulin-high responders, % at 10 µM. 0.83% of 200,000 active;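 active = plate Z-score above 3 for both tubulin-high and condensed-nucleus cell shares, with cell loss under 80%, at 10 µM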;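 also: anti alpha tubulin signal scored within the nucleus-defined area of each cell; some results filed as inactive read as strong as hits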
PMI inhibitors: inhibitors of human PMI, primary screen, biochemical, fluorescence intensity, coupled assay (AID 1209); purified PMI enzyme, coupled fluorescence intensity; higher % means a stronger effect; Mannose-6-phosphate isomerase (Homo sapiens); one-dose inhibition, % at 20 µM; IC50 in µM for titrated hits; 0.42% of 190,000 active;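 also: plate controls were DMSO vehicle for no effect and wells lacking substrate for full effect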
Insulin prom up: insulin promoter activators in MIN6 cells, imaging, high-content screening, mouse beta cells; MIN6 insulin promoter-GFP reporter; stronger effect = higher value; 0.3% of 190,000 active; z-score at 5 µM;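 active = z-score above 3 at 5 µM with at least 500 cells counted in the well; inconclusive = wells under 500 cells, flagged as cytotoxic or low count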
T cell modulator: modulators of CD8 T cell-vesicle binding, primary screen, mouse 2C CD8+ T cells, flow cytometry | 2C CD8+ T cell-vesicle binding; stronger effect = lower value | calls only at 7 µM | 0.068% of 330,000 active | AID 2052, 2009;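 active = response, share of CD8 T cells binding vesicles, and their 90th percentile fluorescence all below set limits, cut at about 80% in these data, passing the limit was not always enough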
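Read-out – percent CD8+ FL2 mean versus row control · System – murine 2C transgenic CD8+ T lymphocytes · Times – 1.5 h cell–vesicle binding at 37 °C, then 20 min icy labelling · Control set – naked vesicles low, QL9 vesicles with vehicle high · Detection – cytometric PE anti-B7-1 and Alexa647 anti-CD8 signals after 1% paraformaldehyde fixation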
Insulin prom up cell count: recorded beside Insulin prom up, whose call it bears; cell count; measured here: cytotoxicity, nuclei count;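 total cells summed across four imaged fields per well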
Hep lipid drop cells 6.5 µM: also measured in Hep lipid drop; calls as there; cell count; measured here: cell count, cytotoxicity flag;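 cells counted across two imaged fields per well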
bCat nuc transl cell count 5 µM: recorded beside bCat nuc transl, whose call it bears; cell count; measured here: cell count, cytotoxicity flag
T cell modulator vesicle-bound %: also measured in T cell modulator; calls as there; double positive events, %; measured here: CD8+ vesicle-bound cell fraction;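 binding gate set so that unloaded-vesicle control wells show 10% double positive cells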
MT stabilizer Hoechst-high %: further read-out of MT stabilizer, marked with its call; % Hoechst-high responders; measured here: nuclear condensation Hoechst responders;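 share of cells brighter than vehicle mean plus two SD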
MT stabilizer cytotoxicity %: second read-out of MT stabilizer, no call of its own (marks repeat the call); toxicity, %; measured here: cytotoxicity by cell density;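 0% = mean cell density of plate MIN control wells and 100% = no cells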
Autophagy mod cell loss 18 h: also measured in Autophagy mod; calls as there; toxicity, %; measured here: cell loss, nuclei count;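 cell loss after 18 h compound exposure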
Active calls of the source: *; i = inactive; ? = inconclusive; · = no result given. Rule as the data show it, unless noted: active = inhibition above about 50%; inactive = the rest.

no.	smiles	PMI inhibition	Autophagy mod	Autophagy mod cell loss 18 h	TNAP activation fold	Hep lipid drop	Hep lipid drop cells 6.5 µM	bCat nuc transl	bCat nuc transl cell count 5 µM	MT stabilizer	MT stabilizer Hoechst-high %	MT stabilizer cytotoxicity %	PMI inhibitors	Insulin prom up	Insulin prom up cell count	T cell modulator	T cell modulator vesicle-bound %
1	COc1ccccc1S(=O)Cc1ccc(C(=O)O)o1 (stereo not given)	-24.6%	i	8.7	1.1	0.9	702	-3.1	1207	4.0	1.7	10.5	-22.0%	·	·	i	14.9
2	O=C(c1cccs1)N(C(=O)c1cccs1)c1ccc(Br)cn1	17.0%	i	3.0	1	-9.8	721	2.1	1081	2.1	2.3	5.9	12.7%	0.67	805	i	36.7
3	CCc1cc(C(=O)NNC(=S)Nc2cc(C)ccc2C)cs1	-18.0%	i	-2.2	2.8	2.6	742	-1.5	1178	2.5	1.1	6.4	-14.2%	-0.6	884	i	51.0
4	COc1ccc(-n2c(-c3ccc(Br)cc3)nc(=S)c3c2CCCC3)cc1	5.2%	i	22.3	0.8	7.9	611	-1.2	1043	2.2	1.0	6.8	17.5%	-1.47	1418	i	39.6
5	O=C(Cc1ccccc1)NCC(=O)OCC(=O)c1cccs1	-8.2%	i	3.6	1.1	·	·	0.7	1367	2.9	1.8	6.7	-2.6%	-0.04	1489	i	48.4
6	O=C(C1CCCCC1)N1CCN=C1SCc1cccnc1	2.1%	i	5.6	1.1	·	·	·	·	5.8	2.2	5.6	-2.6%	-0.2	986	i	35.5
7	COc1cc(C(=O)OCC(=O)NC(=O)c2cccn2C)ccc1OC(F)F	22.6%	i	0.6	1.1	11.9	702	0.4	1024	3.6	3.1	7.2	4.5%	0.63	1236	i	37.0
8	Cn1c(=S)n(/N=C/c2cccs2)c2ccccc21	·	·	·	·	1.0	713	0.6	1293	·	·	·	·	0.94	1135	i	15.3
9	CC1=CC(C)(C)N(S(=O)(=O)c2ccc(F)cc2)c2ccc(C)cc21	7.7%	i	62.6	1.1	-31.6	755	33.1	974	23.8*	38.2*	64.8*	9.0%	·	·	i	23.5
10	CCOc1ccc(-c2noc(CCC(=O)O)n2)cc1	-1.1%	·	·	1.1	·	·	·	·	4.4	2.3	6.6	0.3%	-0.13	948	i	27.1
11	CC(OC(=O)c1ccncc1)C(=O)Nc1cc(S(=O)(=O)N2CCCCC2)ccc1Cl (stereo not given)	3.8%	i	15.5	1	18.8	654	6.8	1016	1.7	3.0	3.6	7.0%	-0.16	1415	i	50.2
12	Cc1ccc(Oc2ccc(C(=O)NC3CCSC3=O)cn2)cc1 (stereo not given)	-4.1%	i	-1.0	1.1	·	·	2.2	1381	2.0	2.0	4.0	-2.1%	0.98	1597	i	53.8
13	CCOC(=O)C(C(=O)Nc1ccccc1C)C1CCCCC1 (stereo not given)	0.2%	i	7.9	0.9	11.5	820	·	·	1.1	0.4	8.2	-6.5%	-0.37	964	i	25.2
14	Cc1cccc(OC(=O)NCCOC(=O)N(O)c2ccc(Cl)cc2)c1	6.6%	i	15.7	0.9	-5.9	673	2.0	1151	3.6	1.7	11.2	15.9%	-0.23	1443	i	2.7
15	Cc1nn(Cc2ccccc2)c(Cl)c1/C=C1\NC(=S)NC1=O	-1.1%	i	10.3	2.1	-3.4	662	-4.6	1135	3.1	1.9	1.7	7.8%	-0.56	1588	i	10.2
16	Cc1ccc(NS(=O)(=O)c2ccc3c(c2)CCC(=O)N3)cc1C	-3.5%	i	-17.8	1	-2.1	711	1.3	1137	2.3	1.3	3.9	1.4%	-1.35	1239	i	32.1
17	CCOc1ccc(N(C(=O)Cn2nnc3ccccc32)C(C(=O)NC(C)(C)CC)c2cccn2C)cc1 (stereo not given)	12.9%	i	6.3	1	-7.6	722	-1.8	1131	3.9	1.7	6.3	10.6%	0.57	1308	i	6.3
18	CC1=CC(c2ccccc2)=Nc2ccc(C)cc2N1	8.4%	i	9.0	1.1	-2.6	649	1.3	564	3.3	4.3	7.8	-22.0%	-0.19	1251	i	22.4
19	CCCCCOC(=O)CC(C(=O)OCCCCC)N1CCCCC1 (stereo not given)	-15.3%	i	3.4	1.1	-0.5	774	2.6	429	2.9	2.2	4.0	-15.7%	-0.87	1291	i	48.3
20	O=c1oc(-c2cccs2)nc2c1cnn2-c1ccccc1	0.2%	i	11.5	1.1	·	·	-0.2	1155	4.8	3.2	9.3	-0.4%	0.4	1013	i	51.1
21	O=c1cc(O)n(-c2ccc(F)cc2)c(=S)[nH]1	1.8%	i	-10.5	1.1	15.2	784	·	·	1.2	1.0	9.1	7.1%	·	·	i	24.0
22	CCOc1ccc(C(=S)N2CCOCC2)cc1	3.8%	i	-9.7	1.1	·	·	0.4	1181	7.6	1.4	1.9	6.0%	-0.12	1022	i	59.7
23	O=C(CSc1nnc(CNC(=O)c2cccs2)o1)Nc1ccc2c(c1)OCO2	-1.2%	i	37.0	1.1	4.2	824	-1.3	1103	1.6	0.6	0.5	4.3%	0.73	875	i	41.8
24	Cn1c(=O)c(NC2CCCCC2)c2c3c(cccc31)C(=O)c1ccccc1-2	13.2%	?	·	0.8	-5.0	709	-1.5	1084	4.0	3.1	2.0	21.3%	·	·	·	·
25	Cc1nnc(NC(=O)c2c(-c3ccccc3)noc2C)s1	-4.1%	i	-4.5	1.1	·	·	-1.0	1341	3.2	2.1	6.0	0.7%	-0.41	1525	i	36.4
26	Cn1c(SCC(=O)Nc2ccc(NC(=O)c3cccs3)cc2)nnc1-c1ccncc1	-13.7%	i	-5.4	1.1	-129.4	745	-3.4	539	3.2	2.2	5.8	-16.5%	·	·	i	45.3
27	O=S(=O)(NC1CCc2ccccc21)c1ccc(S(=O)(=O)N2CCCC2)cc1 (stereo not given)	0.0%	i	4.9	1.1	-5.7	742	-4.7	1277	3.4	1.6	10.6	8.1%	-0.36	1231	i	10.8
28	COc1cccc2c(=O)n(CC(=O)N3CCCCCC3)ccc12	-5.2%	i	-21.2	1.1	·	·	·	·	3.6	2.5	7.7	-4.6%	0.79	752	i	34.2
29	O=C(COc1ccc(S(=O)(=O)N2CCCCC2)cc1)NC1CCCCC1	4.1%	i	1.4	1	-12.3	682	·	·	3.6	0.7	33.8	3.5%	0.1	1202	i	42.2
30	O=C(NCc1ccccc1)C1=C[C@H](c2ccc(C(F)(F)F)cc2)C[C@H](OCc2ccc(CO)cc2)O1	46.8%	i	-5.2	1.1	-19.4	654	2.8	1001	1.1	0.9	0.1	9.8%	·	·	·	·
31	O=C(Nc1ccc([N+](=O)[O-])cc1)c1ccc(Cn2cc([N+](=O)[O-])cn2)cc1	16.9%	i	-2.8	1.1	-6.0	665	0.4	1529	1.3	2.2	4.4	16.0%	-2.2	1422	i	56.6
32	Cc1ccc(C(=O)OCC(=O)Nc2nc(-c3ccccc3)cs2)cc1NC(=O)c1ccco1	11.0%	i	-29.6	1	1.2	701	0.7	1416	4.3	2.3	1.1	11.6%	-0.07	1399	i	27.9
33	COc1ccc(OC)c(NC(=O)C2CCN(Cc3cnn(-c4ccccc4)c3-n3cccc3)CC2)c1	1.6%	i	-12.8	1.2	·	·	·	·	1.7	1.3	13.5	9.4%	-1.27	815	i	33.3
34	COc1ccc(C(=O)Nc2cccc(-c3cnc4ccccc4n3)c2)cc1	3.0%	i	-6.0	1	·	·	1.5	1477	2.1	1.8	7.7	-0.1%	-0.78	1381	i	49.4
35	COc1ccc(N(CC(=O)Nc2cccc(C(F)(F)F)c2)S(C)(=O)=O)cc1	8.7%	i	-6.7	1.1	-18.4	725	-2.6	1163	3.2	3.3	8.3	4.9%	-0.63	1138	i	27.1
36	CCCN1CNC(=S)N(CC2CCCO2)C1 (stereo not given)	-14.1%	i	-8.3	1.1	-0.9	648	1.2	934	4.8	2.9	6.6	-19.0%	0.33	1250	i	4.0
37	COCCNC(=O)C(c1cccs1)N(C(=O)Cn1nnc2ccccc21)c1ccc2c(c1)OCO2 (stereo not given)	6.7%	i	0.5	1.1	·	·	0.4	1244	1.7	2.2	12.1	6.4%	0.25	1295	i	32.9
38	COc1cccc(CN2CCN(c3ccc(F)cc3)C2=O)c1	-2.9%	i	17.0	1.1	8.1	709	0.3	977	3.2	1.5	6.5	7.2%	-0.04	1413	i	53.7
39	N#CCCN(Cc1cccnc1)C(=O)Nc1cccc(Cl)c1	1.3%	i	-4.4	1.1	·	·	0.2	1146	1.6	2.8	7.0	-0.1%	·	·	i	26.4
40	Cc1ccccc1CN1CCN(CC(=O)NCc2ccccn2)C1=O	3.0%	·	·	1.1	-32.8	619	-2.2	1076	8.4	0.9	6.0	6.9%	-0.66	2007	i	48.3
41	Cc1nc(NS(=O)(=O)c2ccccc2)sc1NC(=O)Nc1ccc(Cl)cc1	·	·	·	·	-1.2	652	-0.5	1321	·	·	·	·	-0.63	1185	i	19.7
42	Cn1c(Oc2ccc(F)cc2F)c(C=O)c2ccccc21	3.9%	i	-15.5	1.2	10.1	702	-1.5	996	2.2	3.3	6.2	10.3%	-0.85	1468	i	34.1
